# VHR inh color: VHR1 (DUSP3) phosphatase inhibition; 50,000 compounds, 0.7% hits; inhibition, % at 20 µM; P51452; recombinant VHR phosphatase, colorimetric substrate read-out; in the data active = inhibition above about 60%; also: some results filed as inactive read as strong as hits
# Target sequence (P51452 whole entry, looked up): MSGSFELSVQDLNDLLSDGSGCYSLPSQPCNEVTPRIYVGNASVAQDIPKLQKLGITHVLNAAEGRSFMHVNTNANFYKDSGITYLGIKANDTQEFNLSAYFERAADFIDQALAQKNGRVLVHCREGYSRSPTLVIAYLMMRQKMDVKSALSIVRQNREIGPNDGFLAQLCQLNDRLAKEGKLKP
# An asterisk follows results filed as active. An excerpt; the hit share may differ from the screen's.
SMILES	VHR inh color
C/C(=N/NC(=O)c1ccc(Br)cc1)c1ccc(Cl)cc1	-9
C=CCN1C(=O)/C(=C\c2ccc(-c3cccc(Cl)c3)o2)SC1=S	-26
COc1cc(NC(=O)c2ccc(-c3ccc(Br)cc3)o2)ccc1NC(=O)c1ccco1	10
COCCOC(=O)c1c(C)oc2ccc(OCc3c(F)cccc3Cl)cc12	-34
Cc1ccc(C2OC3(C(=O)c4ccccc4C3=O)C(c3ccc(Br)cc3)C23C(=O)c2ccccc2C3=O)cc1 (centres undefined)	-10
O=[N+]([O-])c1ccc(Sc2c(-c3ccccc3)nc3ccccn23)cc1	-3
O=C(Nc1ccc(S(=O)(=O)N2CCOCC2)cc1)c1ccc(Cl)cc1	-14
Cc1ccc(N=Cc2ccc(C#N)cc2)cc1F	-25
COC(=O)COc1ccc(/C=C2\C(=O)NC(=O)N(c3cc(C)cc(C)c3)C2=O)cc1OC	-12
CCCC(Nc1ccccn1)n1nnc2ccccc21 (centres undefined)	-5
O=C1CC(c2ccccc2)CC2=C1C(c1ccc(Br)cc1)Nc1ccccc1N2 (centres undefined)	-5
O=C(CN(c1ccc(Br)cc1)S(=O)(=O)c1ccccc1)Nc1cccc2cccnc12	13
Cc1cc(C)nc(SCC(=O)Nc2ccc(F)cc2)n1	-24
CCCCOc1ccc(-c2nc(Cc3ccccc3)no2)cc1	-8
Cc1ccc(S(=O)(=O)n2cnc(C)c2)cc1	12
O=CN1CCN(C(=O)c2ccc(F)cc2)CC1	4
COc1ccccc1NC(=O)/C(=C\c1cccs1)NC(=O)c1ccc(C(C)(C)C)cc1	-10
CCOC(=O)c1c(-c2ccc(Cl)cc2)csc1NC(=O)COc1ccccc1OC	-25
Cc1c(C(=O)Nc2ccc(NC(=O)c3ccc(C(C)(C)C)cc3)cc2)cccc1[N+](=O)[O-]	-7
O=C1C(=O)N(CCc2ccccc2)C2C=CC=CC12 (centres undefined)	-4
CCOc1cc2c(C(=O)OC)c(C)oc2cc1Br	-12
O=C(Nc1cc(C(F)(F)F)ccc1Cl)C1COc2ccccc2O1 (centres undefined)	-1
COc1ccc(O)c(CN2CCN(Cc3ccc(SC)cc3)CC2)c1	11
COc1ccc(Br)cc1C(=O)N1CCN(c2ccc([N+](=O)[O-])cc2Cl)CC1	-2
O=[N+]([O-])c1ccc(CSc2cccc3cccnc23)cc1	-9
COc1cccc(OCC(=O)N2CCN(C)CC2)c1	-41
COc1cc(/C=N/N2C(=O)C3C4C=CC(CC4)C3C2=O)cc(I)c1O (centres undefined)	-32
COC(=O)c1cc(NC(=O)Cc2ccc(Br)cc2)cc(C(=O)OC)c1	-6
Cc1nn(Cc2ccccc2)c(=O)n(Cc2ccccc2)c1=O	-7
Cc1c(NC(=O)C23CC4CC(CC(C4)C2)C3)c(=O)n(-c2ccccc2)n1C	-26
CCCOc1ccccc1N/C(=N/S(=O)(=O)c1ccc(C)cc1)Nc1nc(C)cc(C)n1	3
O=C(CSc1nnc(-c2cccs2)n1-c1ccccc1)c1ccc(Cl)cc1	-4
O=C(/C=C/c1ccc([N+](=O)[O-])cc1)NCCSCc1ccccc1Cl	-56
COc1ccc(-c2noc(COc3cccc(C)c3)n2)cc1OC	22
Cc1no[n+]([O-])c1COc1ccc(/C=N/n2nnnc2N)cc1	-29
COC(=O)CN1C(=O)c2cccc3cccc(c23)C1=O	-26

# Some values from the results shown:
# COc1cc(NC(=O)c2ccc(-c3ccc(Br)cc3)o2)ccc1NC(=O)c1ccco1 in VHR inh color → 10
# Cc1ccc(C2OC3(C(=O)c4ccccc4C3=O)C(c3ccc(Br)cc3)C23C(=O)c2ccccc2C3=O)cc1 (centres undefined) in VHR inh color → -10

# (more compounds)
SMILES	VHR inh color
C/C(=N\NC(=O)c1ccc(Cl)cc1O)c1ccc(Cl)cc1	-1
CCOc1cc(/C=C2/SC(=S)N(c3ccccc3)C2=O)ccc1OS(=O)(=O)c1ccccc1	-2
CCOc1ccc(C(=O)Nc2cccc(OC)c2)cc1Cl	15
CCOC(=O)CC1(c2ccccc2)SC(NC(C)=O)=NN1C(C)=O (centres undefined)	-11
CCOc1ccc(NC(=O)CN(c2ccc(OC)cc2OC)S(=O)(=O)c2ccc(C)cc2)cc1	10
CCOc1ccc2c(CC)cc(=O)oc2c1	-6
N#Cc1c(C(F)(F)F)cc(-c2cccs2)nc1SCC(=O)Nc1ccc(S(N)(=O)=O)cc1	29
COc1c(Cl)ccc(Cl)c1C(=O)Nc1ccc(I)cc1	-1
CC(C)CN1C(=O)c2ccc(C(=O)NN3C(=O)c4ccccc4C3=O)cc2C1=O	-8
Cc1cc(Cl)ccc1OCCCC(=O)Nc1nc2ccc(S(C)(=O)=O)cc2s1	5
NC(=S)N/N=C/c1c[nH]c2ccccc12	15
COc1ccc(CNC(=O)N2CCOCC2)cc1	-16
O=C(CSc1nc2ccc([N+](=O)[O-])cc2s1)NCc1ccccc1	-13
COc1cccc(NC(=O)COc2ccc(C(C)(C)c3ccccc3)cc2)c1	0
COc1ccc(/C=C/C(=O)Nc2c(C)ccc3nsnc23)cc1	-7
CCOc1ccc(N(Cc2ccc(C(=O)NC(C)CC)cc2)S(=O)(=O)c2ccc(C)cc2)cc1 (centres undefined)	1
O=C(CC1Nc2ccccc2NC1=O)NCc1ccccc1 (centres undefined)	26
CCOC(=O)C1=C(C)NC(C)=C(C(=O)OCC)C1c1ccc(F)cc1	-10
CCOC(=O)c1c(C)nc2n(CCN3CCOCC3)c3ccccc3n12	-4
O=S(=O)(Nc1ccc(-c2nc3ccccc3o2)cc1)c1ccccc1	-12
O=C(c1ccncc1)N1CCN(C(c2ccccc2)c2ccccc2)CC1	-89
O=C(CSc1nc2ccc(N3C(=O)c4ccccc4C3=O)cc2s1)NCCOc1ccc(Cl)cc1	9
O=C(c1ccc(F)c(F)c1)N1CCN(c2cc(N3CCOCC3)c(F)cc2[N+](=O)[O-])CC1	5
CCc1cc2c(=O)c(-c3nc4ccccc4[nH]3)coc2c(CN(CC)CC)c1O	5
CCCOc1ccc(-c2ccc(-c3noc(CC)n3)cc2)cc1	-13
Cc1ccc(N/C(N)=N\c2nc(C)cc(C)n2)c(C)c1	-14
COc1cc(C(=O)NC(NC(=S)Nc2ccc(Cl)cc2)C(Cl)(Cl)Cl)cc(OC)c1OC (centres undefined)	-5
COc1ccc(C(=O)CSc2nnc(SCC(=O)c3ccc(OC)cc3)n2-c2ccccc2)cc1	-9
N#Cc1c(N)nc2c(c1-c1ccco1)CCCCC2	-6
COc1cc(/C=C2/C(=O)NC(=O)N(c3cccc(C)c3)C2=O)ccc1OCC(=O)O	28
COc1cc(/C=N/n2nnnc2N)cc(I)c1O	0
CN1C(=O)C(c2c[nH]c3ccccc23)(c2c[nH]c3ccccc23)c2ccccc21	-14
OC(CN1CCNCC1)Cn1c2ccccc2c2ccccc21 (centres undefined)	-14
O=C(O)c1cccc(-c2ccc(/C=N/N3C(=O)C4C(C3=O)C3C=CC4C34CC4)o2)c1 (centres undefined)	-12
CC(=O)NN=C1CC(C)(C)NC(C)(C)C1	-13
O=C(Nc1ccc(Cl)cc1Cl)c1nn2c(c1Cl)NC(c1ccc(Cl)cc1)CC2C(F)(F)F (centres undefined)	3

# As a working copy, some entries already given.
SMILES	VHR inh color
CCOc1ccc(N(Cc2ccc(C(=O)NC(C)CC)cc2)S(=O)(=O)c2ccc(C)cc2)cc1 (centres undefined)	1
O=C(CC1Nc2ccccc2NC1=O)NCc1ccccc1 (centres undefined)	26
CCOC(=O)C1=C(C)NC(C)=C(C(=O)OCC)C1c1ccc(F)cc1	-10
CCOC(=O)c1c(C)nc2n(CCN3CCOCC3)c3ccccc3n12	-4
O=S(=O)(Nc1ccc(-c2nc3ccccc3o2)cc1)c1ccccc1	-12
O=C(c1ccncc1)N1CCN(C(c2ccccc2)c2ccccc2)CC1	-89
O=C(CSc1nc2ccc(N3C(=O)c4ccccc4C3=O)cc2s1)NCCOc1ccc(Cl)cc1	9
O=C(c1ccc(F)c(F)c1)N1CCN(c2cc(N3CCOCC3)c(F)cc2[N+](=O)[O-])CC1	5
CCc1cc2c(=O)c(-c3nc4ccccc4[nH]3)coc2c(CN(CC)CC)c1O	5
CCCOc1ccc(-c2ccc(-c3noc(CC)n3)cc2)cc1	-13
Cc1ccc(N/C(N)=N\c2nc(C)cc(C)n2)c(C)c1	-14
COc1cc(C(=O)NC(NC(=S)Nc2ccc(Cl)cc2)C(Cl)(Cl)Cl)cc(OC)c1OC (centres undefined)	-5
COc1ccc(C(=O)CSc2nnc(SCC(=O)c3ccc(OC)cc3)n2-c2ccccc2)cc1	-9
N#Cc1c(N)nc2c(c1-c1ccco1)CCCCC2	-6
COc1cc(/C=C2/C(=O)NC(=O)N(c3cccc(C)c3)C2=O)ccc1OCC(=O)O	28
COc1cc(/C=N/n2nnnc2N)cc(I)c1O	0
CN1C(=O)C(c2c[nH]c3ccccc23)(c2c[nH]c3ccccc23)c2ccccc21	-14
OC(CN1CCNCC1)Cn1c2ccccc2c2ccccc21 (centres undefined)	-14

# Further results.
SMILES	VHR inh color
CCC(=O)c1ccc(N2CCC(C)CC2)c(F)c1	-6
COc1ccc(CCNC(=O)C2CCCC2)cc1OC	0
Oc1cc(N=C/C=C/c2ccc(Cl)cc2)ccc1-c1nc2ccccc2o1	-8
O=C(N1CCOCC1)n1nnc2ccccc21	7
O=C(CSc1ncn[nH]1)Nc1ccc(C(=O)O)cc1	6
Cc1ccc(OCC(=O)N2CCN(c3ccccc3)CC2)c(C)c1	11
Cc1cccc(C=Nc2ccc(-c3nc4ccc(C)cc4s3)cc2)c1	-4
CC(C)(O)C#Cc1ccc(C(=O)NCCc2ccccc2)cc1	1
NC(=O)c1cc(NC(=O)C(c2ccccc2)c2ccccc2)ccc1Cl	12
COc1ccc(N2C(=O)CC(N3CCC(O)CC3)C2=O)cc1 (centres undefined)	2
CC(C(=O)c1ccccc1)C(=O)c1ccccc1	104
COc1cc(OC)c(OC)cc1C=C1C(=O)NC(=S)NC1=O	10
COc1ccc(NC(=O)c2cnccn2)cc1	-13
COc1ccc(-c2nn(-c3ccccc3)cc2C=O)cc1[N+](=O)[O-]	11
Cc1ccc(S(=O)(=O)/N=C(/Nc2cccc(O)c2)c2ccccc2)cc1	-27
OC(CNCC1(c2ccc3c(c2)OCCO3)CCCC1)COc1ccccc1 (centres undefined)	-37
CCOC(=O)c1c(N2CCOCC2)nc2ccc([N+](=O)[O-])cc2c1-c1ccccc1	-9
CCC(Oc1ccccc1)C(=O)Nc1sc2c(c1C(N)=O)CCC(C(C)(C)C)C2 (centres undefined)	-4
COCCNC(=O)C(=O)Nc1cc(C)cc(C)c1	-13
O=[N+]([O-])c1cccc(-c2nc(C3COc4ccccc4O3)cs2)c1 (centres undefined)	6
CN(c1ccccc1C(=O)O)C1SC(=O)N(c2ccccc2)C1=O (centres undefined)	-11
CC(=O)CC(=O)NC1C2CC3CC(C2)CC1C3 (centres undefined)	-18
COc1cccc(C(O)c2nc3ccccc3n2C)c1 (centres undefined)	-8
CCOC(=O)c1c(NC(=O)C(Sc2ccccc2)c2ccccc2)sc(C(C)=O)c1C (centres undefined)	6
O=[N+]([O-])c1ccc(N2CCN(S(=O)(=O)c3ccc4ccccc4c3)CC2)c(Cl)c1	-3
O=C1NC(=O)N(c2cccc(Br)c2)C(=O)/C1=C/c1ccc(-c2ccc(C(=O)O)cc2)o1	100*
CCc1ccc(-c2nc(-c3ccccc3C)no2)cc1	-4
CCN(CC)S(=O)(=O)c1cc(C(=O)Nc2ccc(C(=O)O)cc2)ccc1Cl	3
CCCCOc1ccccc1NC(=O)c1ccc(C(C)(C)C)cc1	8
O=C(Nc1ccccc1C(=O)N1CCCCC1)c1cccc(F)c1	-9
COCCCNC(=O)/C(=C\c1ccc(N(C)C)cc1)NC(=O)c1ccc(C)cc1	13
COc1ccc(CCNC(=O)CSCC(=O)Nc2ccccc2)cc1OC	2
COC(=O)c1c(C)oc2ccc(OS(C)(=O)=O)cc12	-22
CCC(=O)N1c2ccc3ccccc3c2C2C=CCC2C1c1ccc(F)cc1 (centres undefined)	8
Cc1ccc(C2C3=C(CC(C)(C)CC3=O)Nc3ccc4ccccc4c32)cc1[N+](=O)[O-] (centres undefined)	-4
Cc1ccc(N2C(=O)CC(NCCN3CCOCC3)C2=O)cc1 (centres undefined)	-4
COc1ccccc1N1CCN(C(=O)CN(c2ccccc2C)S(C)(=O)=O)CC1	-2
COC(=O)C1=C(C)N=c2s/c(=C\c3cc(Br)c(OC)cc3OC)c(=O)n2C1c1ccccc1 (centres undefined)	-8
O=C(/C=C/c1ccc(-c2ccccc2Cl)o1)c1ccc2ccccc2c1	-5
Cc1cccc(N2C(=O)CC(Sc3nc4ccccc4s3)C2=O)c1 (centres undefined)	0
N#Cc1cnn(-c2ccccc2)c1NC(=O)c1ccccc1F	3
Cc1ccc(NC(=O)CCC2CCCCC2)cc1Cl	-8
CCOc1cc(C2C(C(=O)OC)=C(C)NC3=C2C(=O)CC(C)(C)C3)ccc1OC(=O)C1CC1 (centres undefined)	-15
O=C1/C(=N\n2cnnc2)c2ccccc2N1Cc1ccccc1	40
O=C(NCc1ccc2c(c1)OCO2)C(Cl)Cl	2
CCC(=O)Oc1ccc2c(C)cc(=O)oc2c1C(=O)c1ccccc1	-5
COc1cc(C=C2C(=O)N(C)C(=O)N(C)C2=O)cc(Br)c1OCc1ccccc1	-13
O=C(Nc1nnc(-c2ccco2)s1)c1ccc(F)cc1	-30
CCOc1ccccc1N(CC(=O)Nc1ccccc1C(=O)OC)S(=O)(=O)c1ccccc1	-8
C=CCc1cccc(/C=N/NC(=O)C(C)Nc2ccc(Br)cc2)c1O (centres undefined)	-92
C=CCOc1ccc(C(=O)NC(C)C2COc3ccccc3O2)cc1 (centres undefined)	-13
CC(=O)NCCCc1oc2ccc(O)cc2c1[N+](=O)[O-]	6
Cc1c(CCO)sc[n+]1CC(=O)OC12CC3CC(CC(C3)C1)C2	-23
CC(C)(C)c1cc(/C=N/Nc2ccc(C(F)(F)F)cn2)cc(C(C)(C)C)c1O	-9
O=C(COc1ccc(Cl)cc1Br)NNC(=O)c1cccc(O)c1	-14

# Compound activity as filed in PubChem BioAssay.
